High-throughput results deposited in PubChem BioAssay by several laboratories.
TNAP activators = human TNAP enzyme activators, primary screen, biochemical, luminescent, no phosphate acceptor, uHTS (AID 1001); Alkaline phosphatase, tissue-nonspecific isozyme (Homo sapiens); actives 0.03% (n = 200,000); purified TNAP, luminescent activation assay, no phosphate acceptor; higher activation fold means a stronger effect; activation fold at 20 µM; hits with a dose series show EC50 in µM; in the data active = activation fold from about 3, or a potency from the dose series; inactive = the rest, 99 in 100 with activation fold below about 1.6; also: many of its hits are not listed in these tables
RSV CPE inhibition = RSV antiviral activity via CPE protection, HEp-2 cells, primary 10 µM value included (AID 2391); HEp-2 cells, RSV-induced CPE inhibition; higher % means a stronger effect; CPE inhibition, % at 10 µM; hits with a dose series show IC50 in µM; actives 0.13% (n = 310,000); in the data active = a potency from the dose series; inconclusive = CPE inhibition mostly from about 23% at the one dose, without a potency; inactive = the rest, 99 in 100 with CPE inhibition below about 21%; also: strong numbers were not always called active
T cell modulator = modulators of CD8 T cell-vesicle binding, primary screen, mouse 2C CD8+ T cells, flow cytometry. 2C CD8+ T cell-vesicle binding; stronger effect = lower value. calls only at 7 µM. actives 0.068% (n = 330,000);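 active = response, share of CD8 T cells binding vesicles, and their 90th percentile fluorescence all below set limits, cut at about 80% in these data, passing the limit was not always enough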
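Read-out – percent CD8+ FL2 mean versus row control · System – murine 2C transgenic CD8+ T lymphocytes · Times – 1.5 h cell–vesicle binding at 37 °C, then 20 min icy labelling · Control set – naked vesicles low, QL9 vesicles with vehicle high · Detection – cytometric PE anti-B7-1 and Alexa647 anti-CD8 signals after 1% paraformaldehyde fixation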
NTR1 ag = agonists of NTR1, primary screen, imaging, U2OS cells, beta-arrestin-GFP, high content (AID 493036); NTR1-U2OS beta-arrestin-GFP spot imaging, agonist mode; activation, % at 20 µM; actives 0.17% (n = 330,000);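 active = activation at or above 40% of the spot to cytoplasm intensity ratio, with at least 20 cells analyzed; inconclusive = wells under 20 cells, flagged as cytotoxic or low count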;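 also: 0% = DMSO without peptide and 100% = 100 nM NTR1 peptide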
Target sequence (P30989 whole entry, looked up): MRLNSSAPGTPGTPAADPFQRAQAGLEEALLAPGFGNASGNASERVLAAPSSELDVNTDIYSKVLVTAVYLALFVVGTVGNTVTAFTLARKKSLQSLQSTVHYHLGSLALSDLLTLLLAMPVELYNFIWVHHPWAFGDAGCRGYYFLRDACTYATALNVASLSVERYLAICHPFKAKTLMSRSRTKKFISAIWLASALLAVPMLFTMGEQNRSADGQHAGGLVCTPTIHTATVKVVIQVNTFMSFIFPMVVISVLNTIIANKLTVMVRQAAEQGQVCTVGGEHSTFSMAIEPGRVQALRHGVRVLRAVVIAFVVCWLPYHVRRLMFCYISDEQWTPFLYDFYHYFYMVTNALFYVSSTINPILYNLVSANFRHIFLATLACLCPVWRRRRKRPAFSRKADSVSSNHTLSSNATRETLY
PhoP inhibition = inhibitors of PhoP regulon expression, primary screen, Salmonella Typhimurium, GFP reporter (AID 1863) | S. Typhimurium PhoP-regulated promoter GFP reporter, 4 h; higher % means a stronger effect | inhibition, % at 50 µM; hits with a dose series show IC50 in µM | actives 0.16% (n = 300,000);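 active = inhibition over 29.93%, a cutoff 3 SD above the screen mean, later confirmed by dose response; inconclusive = inhibition over 29.93% but no dose response follow-up; inactive = inhibition at most 29.93% or unconfirmed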;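 also: 0% = low Mg2+ inducing control and 100% = high Mg2+ repressing control; strong numbers were not always called active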
MgcRacGAP inhibition = MgcRacGAP GTPase-activating activity inhibitors, confirmation, biochemical, ADP Hunter fluorescence; Rac GTPase-activating protein 1 (Homo sapiens); MgcRacGAP-stimulated Rac1 GTP hydrolysis, ADP Hunter fluorescence; higher % means a stronger effect; GST-tagged Rac1 F28L mutant substrate; one-dose inhibition, % at 30 µM; IC50 in µM for titrated hits; actives 0.6% (n = 340,000); AID 624330, 2012;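 active = first-screen hits whose inhibition reached a set limit at any dose in the follow-up dose series; inconclusive = inhibition above the set first-screen limit but never retested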;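 also: fluorescence reports GDP produced by GAP-driven GTP hydrolysis; strong numbers were not always called active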
Myeloid diff MLP = induction of myeloid progenitor differentiation, primary screen, cell-based, flow cytometry, MLPCN library | ER-HoxA9 myeloid progenitors, lysozyme-GFP differentiation | calls only at 10 µM | actives 1% (n = 360,000);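 active = normalized GFP-positive differentiation at or above the plate's own cutoff, the solvent-only control mean plus 3 SD; inconclusive = no clear call, values can overlap the other calls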;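 also: cells exposed to compound for four days before flow analysis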
UTI89 phage lysis = inhibition of K1F phage lysis, E. coli UTI89, bacterial capsule biogenesis inhibitors, alamar blue (AID 488966) | E. coli UTI89 K1F phage lysis, alamar blue, 2 h; higher % means a stronger effect | inhibition, % at 100 µM, or IC50 in µM where a hit was titrated | actives 0.02% (n = 340,000);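 active = phage lysis inhibition, versus mean bacterial control, above a set limit; inconclusive = no clear call, values can overlap the other calls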;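 also: capsule biogenesis inhibitors block K1F phage lysis so surviving cells raise fluorescence; higher fluorescence means more inhibition of phage lysis; actives were called in the ten point dose series up to 300 µM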
SV40 large T antigen = SV40 large T antigen inhibitors, biochemical (AID 1903). SV40 large T antigen ATPase/helicase inhibition assay; higher % means a stronger effect. one-dose inhibition, % at 20 µM; IC50 in µM for titrated hits. actives 0.39% (n = 310,000); in the data active = a potency from the dose series; inconclusive = inhibition mostly from about 32% at the one dose, without a potency; inactive = the rest, 99 in 100 with inhibition below about 32%; also: strong numbers were not always called active
T cell modulator vesicle-bound % = further read-out of T cell modulator, marked with its call; double positive events, %; measured here: CD8+ vesicle-bound cell fraction;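 binding gate set so that unloaded-vesicle control wells show 10% double positive cells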
NTR1 ag cell count 20 µM = recorded beside NTR1 ag, whose call it bears; cell count; measured here: cell count, cytotoxicity flag
Myeloid diff MLP GFP+ MAC1+ % = further read-out of Myeloid diff MLP, marked with its call; GFP+ MAC1+ double positive, %; measured here: differentiation confirmed by MAC1 staining
* hit, by the source's call; i = inactive; ? = inconclusive; nt = no result given; + = active, no number; [ ] = another dose, or the depositor's remark.

SMILES	TNAP activators	RSV CPE inhibition	T cell modulator	T cell modulator vesicle-bound %	NTR1 ag	NTR1 ag cell count 20 µM	PhoP inhibition	MgcRacGAP inhibition	Myeloid diff MLP	Myeloid diff MLP GFP+ MAC1+ %	UTI89 phage lysis	SV40 large T antigen
O=C(COc1cccnc1[N+](=O)[O-])NCCc1ccccc1	1	-0.5%	i	8	2.9	72	3%	2%	i	1.1	2.9%	23%
Cc1ccc(-n2c(C)cc(/C=c3/sc4nc5ccccc5n4c3=O)c2C)cc1	1	6.1%	i	59	0.1	37	1%	nt	nt	nt	nt	4%
COc1ccc(-c2cc(C(=O)NCC3CCCO3)c3ccccc3n2)cc1 (centres undefined)	1	8.6%	i	25	0.2	39	0%	6%	i	0.7	0.0%	9%
CC(=O)NC1(c2ccc(F)cc2)CCN(C(=O)c2c(F)cccc2F)CC1	1.1	2.5%	i	30	-1.3	43	-7%	0%	i	0.2	0.3%	6%
O=C(NC1CCCC1)C(c1ccc(Cl)cc1)N1CCN(C2CCCCC2)CC1 (centres undefined)	nt	-1.8%	i	25	3.1	44	-10%	12%	i	0.1	0.2%	4%
O=S(=O)(c1ccc(F)cc1)N1CCC(O)(c2ccc3c(c2)OCO3)CC1	1.1	-0.5%	i	4	0.4	48	16%	4%	i	2.3	5.3%	12%
Cc1ccc(C)c(NC(=O)NNC(=O)c2cc3ccccc3cc2O)c1	nt	3.8%	i	67	0.0	39	-3%	3%	i	0.6	0.3%	2%
CCC1(c2ccc(F)cc2)NC(=O)N(CC(=O)NCC(=O)Nc2cccc(C)c2C)C1=O (centres undefined)	nt	1.6%	i	34	-0.1	58	-7%	6%	i	1.5	1.3%[50 µM]	0%
CCCCOC(=O)C(NC(=O)c1ccccc1)=C(C)C	1.1	1.7%	i	51	0.7	46	-13%	0%	i	1.1	0.0%	3%
Cc1ccc(C(=O)NCCCN2CCOCC2)cc1N1CCCC1=O	1.1	0.9%	i	27	1.4	61	-4%	2%	i	0.5	4.9%	10%
O=C(Nc1ccncc1NC(=O)c1cccc([N+](=O)[O-])c1)c1cccc([N+](=O)[O-])c1	1	0.7%	i	45	0.9	47	-7%	6%	i	0.3	0.3%	6%
CCOc1cc(Cl)c(S(=O)(=O)NCCCn2ccnc2)cc1Cl	nt	5.0%	i	65	1.4	51	5%	9%	i	0.4	-0.2%	6%
O=C(Nc1nnc(CSCc2ccc(Cl)cc2)s1)c1cccc([N+](=O)[O-])c1	1.1	11%	i	7	4.3	66	-9%	1%	i	0.5	2.6%	28%
Cn1cc(C(=O)Nc2ccccn2)c(=O)c2ccccc21	nt	nt	nt	nt	0.8	78	nt	7%	i	0.1	-0.1%	nt
Cc1ccc(NC(=O)Cn2ncc(Cl)c(Cl)c2=O)cc1S(=O)(=O)N1CCCCC1	nt	-1.9%	i	38	-1.4	20	nt	-3%	?	nt	-0.7%[50 µM]	nt
CCOC(=O)C(NC(=O)c1cccc(Cl)c1)(Nc1nnc(C)s1)C(F)(F)F (centres undefined)	1.1	0.8%	i	39	0.9	46	10%	7%	i	0.4	5.5%	8%
CCSc1nc2sc3c(c2c2[n+]1CC(CBr)O2)CCCC3 (centres undefined)	nt	2.4%	i	29	0.9	44	-8%	nt	i	0.3	nt	9%
NCC(=O)NNC(=O)OCC1c2ccccc2-c2ccccc21	nt	0.8%	i	54	-0.1	52	1%	9%	i	0.6	0.3%	9%
CCOc1ccc(NC(=O)CN(C)C(=O)c2csc3c2CCCC3)cc1OCC	nt	1.3%	i	49	-2.1	63	nt	1%	i	1.2	-0.3%[50 µM]	nt
Cc1cc(C)cc(N=C(NO)c2cccc([N+](=O)[O-])c2)c1	1	3.1%	i	22	-0.5	51	2%	5%	i	0.8	0.4%	7%
Cc1ccc(OCC(=O)NC2CCCc3ccccc32)c(C)c1 (centres undefined)	1.1	17%	i	3	1.5	33	3%	6%	i	0.6	5.4%[50 µM]	-1%
O=C(CN1CCN(Cc2ccccc2F)C1=O)NC1CCCC1	1.1	-0.3%	i	40	-1.8	66	-1%	5%	i	0.7	-0.7%[50 µM]	15%
CC(Sc1ncccn1)C(=O)Nc1ccc2c(c1)OCCO2 (centres undefined)	nt	nt	nt	nt	-0.6	60	nt	-4%	i	1.0	0.1%[50 µM]	nt
COc1cc(/C=N/n2c(-c3ccccc3)n[nH]c2=S)cc(OC)c1O	nt	2.9%	i	38	1.8	57	-8%	?	i	0.5	0.9%	?
Cc1ccccc1NC(=O)/C(C#N)=C/c1ccc(-c2ccc(Cl)c(C(=O)O)c2)o1	nt	1.6%	i	17	-0.4	70	1%	7%	i	0.7	-2.0%	13%

Other entries
SMILES	TNAP activators	RSV CPE inhibition	T cell modulator	T cell modulator vesicle-bound %	NTR1 ag	NTR1 ag cell count 20 µM	PhoP inhibition	MgcRacGAP inhibition	Myeloid diff MLP	Myeloid diff MLP GFP+ MAC1+ %	UTI89 phage lysis	SV40 large T antigen
Cc1ccn(-c2ccc(NC(=O)c3cccs3)cc2)n1	nt	3.1%	i	32	-0.3	43	5%	8%	i	0.4	-0.1%	4%
[O-]/C(=C(\C(=S)Nc1ccccc1F)[n+]1ccccc1)c1ccc(-c2ccccc2)cc1	1.1	2.3%	i	32	2.2	64	-15%	4%	i	0.5	0.9%	13%
Cc1ccc(-c2cc(C(=O)N/N=C/C=C/c3ccccc3)n[nH]2)o1	1.6	7.5%	i	37	1.5	78	-11%	10%	i	0.6	0.1%	5%
Cc1ccc(NC(=O)CN2C(=O)N/C(=C/c3cc(C)n(-c4ccc(C(=O)O)cc4)c3C)C2=O)cc1	1.1	nt	nt	nt	nt	nt	-8%	14%	i	0.2	-1.6%	62%
CCN1CCN(C(=O)NC(c2ccc(C)c(F)c2)C(Cl)Cl)CC1 (centres undefined)	1.2	-1.9%	i	38	-0.6	81	2%	10%	i	0.2	0.1%	4%
O=C(Nc1nnc(C23CC4CC(CC(C4)C2)C3)s1)c1ccc(N2C(=O)CCC2=O)cc1	1	1.1%	i	20	22	72	-15%	0%	i	1.6	-0.1%	6%
CCOc1ccc(N(C)S(=O)(=O)c2ccc(C)c(C(=O)OCC(=O)c3c[nH]c4ccccc34)c2)cc1	1	19%	i	55	0.2	85	-3%	11%	i	0.3	0.2%	-1%
Cc1cc(NS(=O)(=O)c2ccc(NC(=O)C(c3ccccc3)c3ccccc3)cc2)no1	1.1	2.1%	i	6	-2.7	99	0%	5%	i	1.0	-0.1%	12%
CCN(c1ccccc1)S(=O)(=O)c1ccc(C(=O)Nc2cccc(NC(C)=O)c2)cc1	nt	nt	i	53	1.7	57	nt	5%	i	0.3	1.7%[50 µM]	nt
CCCCN1Cc2ccccc2Oc2cc(Br)ccc2S1(=O)=O	nt	nt	nt	nt	3.9	66	nt	3%	+	5.1*	0.0%	nt
COCCn1c(SCC(=O)Nc2ccc(OC)c(S(N)(=O)=O)c2)nc2ccccc2c1=O	nt	0.1%	i	18	0.7	64	nt	5%	i	0.4	-0.3%[50 µM]	?
CCOC(=O)N1CCN(S(=O)(=O)c2c[nH]c(C(=O)OC)c2)CC1	nt	1.6%	i	13	0.7	42	13%	11%	i	0.0	0.2%	-45%
CC1(C)CC(=O)C(C=NCCN2CCN(C3CC(=O)N(c4ccc(Cl)c(Cl)c4)C3=O)CC2)=C(O)C1 (centres undefined)	1	3.2%	i	6	-0.9	55	nt	6%	i	0.5	-0.1%	nt
CCOc1ccc2c(c1)nc(SCC(=O)c1ccc(Br)s1)n2C	1	10%	i	52	0.3	58	10%	8%	i	1.6	-3.8%	2%
NS(=O)(=O)c1ccc(NC(=O)c2ccc(CSc3ccccc3)o2)cc1	nt	0.9%	i	2	0.4	58	3%	0%	i	0.9	0.4%[50 µM]	12%
Cn1nnnc1SCC(=O)Nc1ccc(S(=O)(=O)N2CCOCC2)cc1	nt	1.5%	i	40	0.3	56	-9%	11%	i	0.4	0.1%	1%
CCCCCN(C(=O)CCC(=O)OC(C)C(=O)c1ccccc1)c1c(N)n(CCCC)c(=O)[nH]c1=O (centres undefined)	nt	0.6%	i	61	-0.4	49	11%	3%	i	1.1	0.9%[50 µM]	6%
Cn1c(CSc2ncccn2)nnc1SCC(=O)N1CCCc2ccccc21	1.1	0.3%	i	11	0.5	48	-1%	-11%	i	12	-0.4%	10%
COc1cc(-c2ccc3oc(-c4cccc(C)c4)c(C#CC4(O)CCCCC4)c3c2)cc(OC)c1OC	nt	nt	i	54	10	47	nt	6%	i	0.3	-0.6%	nt
CC(=O)/C(=N/Nc1ccccc1)Sc1nnc(CCc2ccccc2)n1-c1ccccc1	1.2	5.7%	i	57	5.5	82	4%	-4%	i	0.7	-0.3%	7%
COc1ccc(Br)cc1/C=N/NC(=O)c1cc(OC)c(OC)c(OC)c1	1	1.3%	i	47	3.0	43	6%	-8%	i	1.9	-0.9%	4%
Cc1ccc2ncnc(Nc3ccc(C)c(C)c3)c2c1	1.1	15%	i	13	0.1	53	22%	2%	i	5.1	2.4%	9%
Cc1ccc2c(c1)nnn2C1CCN(CC(=O)NNC(=O)c2ccco2)CC1	2.3	3.9%	i	32	1.0	43	5%	0%	i	0.3	0.2%	15%
C=CCOC(=O)C(C#N)c1nc2ccccc2nc1N1CCN(Cc2ccccc2)CC1 (centres undefined)	1	2.0%	i	46	3.1	57	12%	1%	i	0.5	0.3%	16%
COC(C(=O)Nc1ccnn1C1CCN(C(=O)c2cccc(F)c2)CC1)c1ccccc1 (centres undefined)	nt	1.6%	i	18	-0.1	58	-7%	-3%	?	nt	-1.5%	11%
CC1=C(C(=O)N2CCCCCC2)C2(CCC(C)CC2)OC1=O (centres undefined)	1.1	0.6%	i	12	-1.3	78	7%	11%	i	0.5	0.2%	4%
COc1ccc(N2CCN(C(=S)Nc3ccc(OC)cc3OC)CC2)cc1	nt	1.5%	i	34	1.0	60	-4%	25%	i	0.6	-0.3%	27%
O=C(Nc1ccccc1F)c1cc(C(=O)Nc2ccccc2F)cc([N+](=O)[O-])c1	nt	1.2%	i	15	-0.4	65	3%	10%	i	0.2	0.4%	7%
